Assay outcomes (PubChem)
Menin-MLL TR inh: displaces Texas Red mutant MLL peptide from human menin | Potency, µM (titrated, usually from 61.6 µM), for inactives: at the top dose FP activity change, negative = inhibition, most hits filed as inhibitors | hit rate 0.23% among 270,000 | O00255 | Menin + Texas Red MLL mutant peptide, fluorescence polarization | AID 1768; active means well fitted inhibition curve with a large enough effect in the polarisation, with a control signal flat, not every such curve was filed as active; inconclusive means small, poorly fitted or top-dose-only effect, or effect the other way, or a change in a side signal; inactive means no such curve, though single readings can be large or run the other way; the % refers to the polarisation; further: potency means the concentration at half of the fitted maximal effect; % of control where 0% means no effect; many of its hits are not listed in these tables
PKM2 activator: increases activity of human pyruvate kinase M2; Potency, µM (doses to about 57.5 µM), without a hit: top-dose activation, usual class: activators; P14618; hit rate 0.34% among 260,000; AID 1631; purified PKM2, Kinase-Glo ATP luminescence, activation; response scale: 0% is enzyme alone, no compound; further: potency means the concentration at half of the fitted maximal effect; on the % scale 0 is the no-effect control and ±100 the full control effect; nearly all actives have a fitted effect of over 55% in size
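Purified hPK-M2 (>95%) run at intermediate activity with 0.1 mM ADP and 0.5 mM PEP in 50 mM imidazole pH 7.2, KCl, MgCl2; 1 h room temperature. ATP formed read by Kinase-Glo luminescence; normalized to uninhibited and no-enzyme controls.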
NPC1 prom act: activators of NPC1 promoter. Huh7 NPC1 promoter luciferase reporter, 24 h. hit rate 2.4% among 320,000. Potency, µM (titrated, usually from 9.22 µM), for the others: at the top dose activation, usual class: activators. AID 485313;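 further: potency means the concentration at half of the fitted maximal effect; % of control where 0% means no effect; nearly all actives have a fitted effect of over 60% in size; reporter is driven by a mutant NPC1 promoter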
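In 1536-well qHTS, Huh7 cells harboring an NPC1 promoter–luciferase construct received compound for 24 h; activation was quantified by luminescence following luciferase reagent addition.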
Giardia kill: Giardia lamblia killing. hit rate 0.15% among 340,000. activity change, % at 7.66 µM, hits read low. Giardia lamblia trophozoite viability; in the data active means activity change below about -80%; inconclusive means between about -30% and that limit;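 further: parasites exposed to compound for two days anaerobically before the ATP read; on the % scale 0 is the no-effect control and ±100 the full control effect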
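Trophozoite viability was measured as ATP-dependent luminescence, read 15-30 min after reagent addition. Before that, parasites at 100 cells/well were exposed to compounds for 48 h, anaerobically, at 37 deg C.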
VP16 counter: inhibits Gal4-VP16 luciferase reporter, ROR gamma counter-screen; Potency, µM (series often up to 53.6 µM), for inactives: top-dose activity, negative = inhibition, actives largely listed as inhibitors; Drosophila S2 Gal4-VP16 UAS-luciferase, luminescence, 20 h; hit rate 3.5% among 310,000; AID 2546;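 further: Gal4-VP16 expression switched on by copper sulfate through the metallothionein promoter; potency means the concentration at half of the fitted maximal effect; on the % scale 0 is the no-effect control and ±100 the full control effect; nearly all actives have a fitted effect of over 50% in size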
FLuc counter: inhibits or activates purified firefly luciferase, miR-21 counter-screen | P08659 | purified FLuc, Km substrates, luminescence inhibition | Potency, µM (doses to about 57.5 µM), without a hit: top-dose activity change, negative = inhibition, most hits filed as inhibitors | hit rate 6.9% among 360,000 | AID 588342;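 further: potency means the concentration at half of the fitted maximal effect; plate controls were vehicle for no effect and reference inhibitor for full effect; nearly all actives have a fitted effect of over 55% in size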
Target sequence (P08659 whole entry, looked up): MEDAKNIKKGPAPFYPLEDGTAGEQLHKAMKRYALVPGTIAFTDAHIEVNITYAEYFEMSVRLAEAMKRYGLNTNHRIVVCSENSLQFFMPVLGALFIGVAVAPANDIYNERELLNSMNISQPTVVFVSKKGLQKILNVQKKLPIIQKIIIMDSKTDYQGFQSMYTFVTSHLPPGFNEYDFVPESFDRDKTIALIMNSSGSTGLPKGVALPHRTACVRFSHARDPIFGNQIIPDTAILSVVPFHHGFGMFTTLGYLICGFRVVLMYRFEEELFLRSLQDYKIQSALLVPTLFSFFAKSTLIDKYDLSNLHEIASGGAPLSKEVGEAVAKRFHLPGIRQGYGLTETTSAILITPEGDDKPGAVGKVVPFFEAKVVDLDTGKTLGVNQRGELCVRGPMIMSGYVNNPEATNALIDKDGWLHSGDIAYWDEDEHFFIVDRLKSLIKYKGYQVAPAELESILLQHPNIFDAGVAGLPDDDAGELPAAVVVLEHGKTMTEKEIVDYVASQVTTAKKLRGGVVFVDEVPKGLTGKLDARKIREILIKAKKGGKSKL
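Purified P. pyralis luciferase, 10 nM final, with Km-level 10 uM D-luciferin and 10 uM ATP in 50 mM Tris acetate pH 7.5, 10 mM Mg acetate, 0.01% Tween-20, 0.05% BSA; 6-point qHTS titration about 60 µM downward; luminescence read.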
RORg inh: ROR gamma (mouse) transcription inhibition; P51450; Drosophila S2 Gal4-RORgamma UAS-luciferase reporter, 20 h; Potency, µM (doses to about 53.6 µM), without a hit: at the highest dose activity change, negative = inhibition, actives largely listed as inhibitors; hit rate 5.4% among 310,000; AID 2551; further: potency means the concentration at half of the fitted maximal effect; on the % scale 0 is the no-effect control and ±100 the full control effect; nearly all actives have a fitted effect of over 60% in size
Target sequence (P51450 whole entry, looked up, the tested form may be a part): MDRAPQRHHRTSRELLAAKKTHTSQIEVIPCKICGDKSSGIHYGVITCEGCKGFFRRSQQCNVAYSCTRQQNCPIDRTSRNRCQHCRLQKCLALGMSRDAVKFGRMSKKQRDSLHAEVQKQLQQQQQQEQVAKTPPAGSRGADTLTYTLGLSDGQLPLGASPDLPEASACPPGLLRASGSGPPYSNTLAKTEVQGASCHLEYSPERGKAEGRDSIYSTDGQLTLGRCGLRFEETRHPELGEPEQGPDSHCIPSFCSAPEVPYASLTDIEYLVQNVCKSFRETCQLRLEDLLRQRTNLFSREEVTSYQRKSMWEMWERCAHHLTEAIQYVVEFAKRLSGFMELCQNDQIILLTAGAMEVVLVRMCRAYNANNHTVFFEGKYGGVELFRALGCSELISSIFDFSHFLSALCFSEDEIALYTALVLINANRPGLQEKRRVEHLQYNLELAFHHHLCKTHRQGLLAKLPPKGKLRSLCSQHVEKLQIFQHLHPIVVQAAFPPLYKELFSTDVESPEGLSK
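ROR gamma transcriptional activity was tracked as Gal4-UAS luciferase output in stably transfected Drosophila Schneider cells, with compound added 1 hr before 700 uM copper sulfate induction and a 20 hr ambient-temperature incubation.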
BRCA1 expr act: activators of BRCA1 expression; Potency, µM (titrated, usually from 46.1 µM), without a hit: top-dose activation, usual class: activators; hit rate 1.1% among 380,000; MCF7-BRCA1-FFLuc reporter, luminescence, 48 h; response scale: scaled: vehicle 0%, 10 µM genistein 100%; further: potency means the concentration at half of the fitted maximal effect; nearly all actives have a fitted effect of over 80% in size; some results filed as inactive show a strong effect at the top dose
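Reporter cells (MCF7, BRCA1 promoter-firefly luciferase) received library compounds across a concentration series for 48 h. End-point luminescence was measured and concentration-effect curves derived after normalization.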
p53 reactivator: re-activators of mutant p53 | Potency, µM (top dose mostly 92.2 µM), for inactives: at the top dose activity change, positive = activation, usual class: activators | H1299 p53-A138V BP100-luciferase reporter, luminescence, 24 h | hit rate 0.063% among 320,000 | AID 504706; further: potency means the concentration at half of the fitted maximal effect; % of control where 0% means no effect; nearly all actives have a fitted effect of over 45% in size
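H1299 (p53-null), stable ts p53-A138V + BP100-Luc; 1000 cells/well, Opti-MEM/10% FBS; cpd 4 pt, 1:5; 24 h, 37 deg C, 5% CO2; detection reagent 10 min RT; luminescence.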
ELG1 genotoxic: genotoxicity induction in ELG1-luciferase HEK293T cells; HEK293T ELG1-luciferase reporter, luminescence, 16 h; Potency, µM (titrated, usually from 46 µM), for inactives: at the highest dose activity change, positive = activation, actives largely listed as activators; hit rate 1.3% among 330,000; further: potency means the concentration at half of the fitted maximal effect; % of control where 0% means no effect; nearly all actives have a fitted effect of over 60% in size
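Cells (2,000/well) expressing the ELG1-luciferase fusion are dosed by pin tool and kept 16 hr at 37 °C, 5% CO2. Signal comes from ONE-Glo luciferase reagent after 30 min at room temperature.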
Rab9 promoter act: activates the Rab9 promoter; Huh7 Rab9 promoter-luciferase reporter, luminescence, 24 h; Potency, µM (series often up to 9.22 µM), without a hit: top-dose activation, negative = inhibition, actives largely listed as activators; hit rate 2.8% among 320,000; further: potency means the concentration at half of the fitted maximal effect; % of control where 0% means no effect; nearly all actives have a fitted effect of over 60% in size
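Huh7 cells stably carrying a Rab9 promoter-luciferase reporter, 1500 cells per well in OP-MEM I with 10% FBS, treated with compound 24 hours at 37C. Luciferase activity read by luminescence after 10 minutes with Amplite reagent.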
Active calls of the source: *; ? = inconclusive; . = no result given; [ ] = dose if it differs, or a comment. Unless noted, the call rests on the fitted dose curve; in most records, active means well fitted curve in the direction sought with a large enough effect; inconclusive means small, poorly fitted or top-dose-only effect, or another doubt; inactive means no such curve, though single readings can be large; an effect the other way counts as inactive or inconclusive. Only part of the results is shown; count on the stated rates, not on these rows.

Each structure is followed by: Menin-MLL TR inh	PKM2 activator	NPC1 prom act	Giardia kill	VP16 counter	FLuc counter	RORg inh	BRCA1 expr act	p53 reactivator	ELG1 genotoxic	Rab9 promoter act
1: CCCc1cc(=O)oc2cc(OCC(=O)NC(Cc3c[nH]c4ccc(O)cc34)C(=O)O)c(Cl)cc12 (configuration not stated)
 : -1%	-2%	3%	-13	-6%	0%	-5%	-1%	14%	1%	0%
2: CCCn1cc(CN2CCC(Cc3cccc(F)c3)(C(=O)OCC)CC2)c(C)n1
 : .	3%	2%	-11	-2%	2%	29%	-3%	3%	-10%	5%
3: O=C(NCCC1=CCCCC1)C1CCCN(S(=O)(=O)c2ccccc2)C1 (configuration not stated)
 : 1%	3%	1%	0	-13%	7%	-15%	-29%	-3%	2%	-7%
4: CCCCCC(=O)NNC1CC(=O)N(c2cccc(OCC)c2)C1=O (configuration not stated)
 : .	-15%	3%	7	5%	2%	12%	-22%	-1%	0%	-4%
5: Cc1nnc(NC(=O)c2cc(-c3ccncc3)nc3c(C)cccc23)s1
 : .	4%	-3%	-4	-8%	?	14%	-10%	?	0%	3%
6: CC(C)C(NC(=O)CC12CC3CC(CC(C3)C1)C2)C(=O)O (configuration not stated)
 : -5%	-6%	1%	-15	-6%	-1%	2%	-24%	-20%	2%	2%
7: CC(=O)c1ccc(C(=O)N2CCCC(Nc3ccc(C(C)C)cc3)C2)s1 (configuration not stated)
 : .	.	-2%	-9	2%	-1%	11%	-23%	-2%	-6%	-1%
8: CCCCCCCCNC(=O)CC(NS(=O)(=O)c1ccc(NC(C)=O)cc1)C(C)C (configuration not stated)
 : 4%	-4%	-1%	13	-11%	-1%	?	-51%	-16%	-3%	-5%
9: COC(=O)[C@H](CC(C)C)NC(=O)Nc1cccc(Br)c1
 : -7%	6%	-2%	-12	?	5%	-6%	1%	1%	3%	-3%
10: CC1CCN(S(=O)(=O)c2ccc(NC(=O)c3cccs3)cc2)CC1
 : ?	-3%	1%	9	-1%	-1%	?	-23%	1%	-11%	0%
11: Cn1c(CN2CCOCC2)nnc1SCc1cccc(F)c1
 : 12%	-11%	-1%	8	6%	-1%	-14%	-1%	0%	-3%	-2%
12: COc1ccc2c(c1)N(C(=O)CN1C(=O)C3CCCCC3C1=O)C(C)(C)C=C2C (configuration not stated)
 : 9%	-1%	-2%	-8	12%	1%	2%	10%	-4%	0%	-3%
13: CCOC(=O)N1CCC(=NNc2ccnc3cc(Cl)ccc23)CC1
 : -16%	0%	-3%	-10	-28%	-9%	-6%	-30%	-8%	-7%	0%
14: Nn1c(Cc2ccccc2)n[nH]c1=S
 : 0%	-9%	-2%	7	-13%	?	3%	10%	2%	5%	4%
15: CC(=O)COC(=O)C1=NN(c2ccccc2)C(=O)CC1
 : -1%	.	4%	1	0%	-1%	6%	-1%	-2%	0%	1%
16: O=C(CSc1nnc2scc(-c3ccccc3)n12)NCc1ccco1
 : 0%	4%	0%	-3	6%	4%	23%	6%	2%	-2%	7%
17: Cc1ccc(Oc2nc(-c3ccccc3)ncc2S(C)(=O)=O)cc1
 : -4%	1%	3%	-7	-8%	0%	-15%	-1%	0%	1%	5%
18: Cc1ccc(Cn2nnc(C(=O)Nc3cccc(C)c3C)c2N)cc1
 : 5%	-6%	1%	-2	6%	2%	24%	-17%	-8%	11%	-4%
19: COc1cc(C(=O)NCCOc2cc(C)cc(C)c2)cc(OC)c1OC
 : -11%	.	-32%[inhibitor]	-16	-3%	1%	-12%	-36%	-2%	-4%	-19%
20: CC(C)=N/N=C(\N)SCc1ccccc1
 : .	2%	0%	12	3%	1%	0%	16%	21%	7%	-2%
21: CCC(C)N(C(=O)COC(=O)COc1c(C)cc(C)cc1C)C1CCS(=O)(=O)C1 (configuration not stated)
 : .	.	-1%	-4	.	0%	.	-5%	3%	1%	0%
22: Nc1nnc(CC(c2ccccc2)c2ccccc2)s1
 : .	1%	-1%	-2	7%	2%	0%	-17%	-4%	-5%	0%
23: C/C(=N/NC(=O)c1nnn(-c2nonc2N)c1COc1ccccc1)c1ccccc1Cl
 : ?	.	-2%	13	?	-2%	22µM*	0%	7%	-5%	0%
24: CC1CCN(C(=O)/C(=C/c2ccccc2Cl)c2ccccc2)CC1
 : ?	-2%	0%	-26	?	1%	-10%	-47%	-21%	1%	-3%
25: O=C(O)COc1ccccc1/C=N/NC(=O)CSc1nnc(SCc2cccc3ccccc23)s1
 : .	?	2%	12	-2%	19µM*	22%	-3%	2%	0%	-4%
26: N#Cc1ccccc1Cn1cc(C#N)c2ccccc21
 : 11%	-19%	-5%	-11	3%	3%	36%	-8%	6%	0%	1%
27: O=C(c1ccc(F)cc1F)N1CCCc2ccccc21
 : -23%	.	2%	19	7%	-1%	-9%	10%	15%	-4%	2%
28: O=C(NCc1nnc2c3ccccc3c(-c3ccccc3)nn12)c1ccccc1Cl
 : 11%	-1%	7%	-9	3%	-1%	17%	0%	-2%	-8%	-4%
29: CCOC(=O)CCC(NC(=O)CCCCCCCCC(=O)NC(CCC(=O)OCC)C(=O)OCC)C(=O)OCC (configuration not stated)
 : -2%	3%	3%	6	-2%	-2%	11%	9%	-7%	0%	-5%
30: CC(C)c1nccn1S(=O)(=O)c1cc(Cl)ccc1Cl
 : 9%	-3%	-4%	20	.	2%	4%[0.365 µM]	-15%	13%	0%	-2%

Following part
Each structure is followed by: Menin-MLL TR inh	PKM2 activator	NPC1 prom act	Giardia kill	VP16 counter	FLuc counter	RORg inh	BRCA1 expr act	p53 reactivator	ELG1 genotoxic	Rab9 promoter act
31: CCOc1ccc2[nH]c3ncccc3c(=O)c2c1
 : -5%	.	21%	2	7%	?	22%	6%	14%	12%	11%
32: CCN1CCc2c(C#N)c(N3CCOCC3)nc(N3CCOCC3)c2C1
 : 4%	-3%	-1%	-3	13%	1%	?	-15%	-1%	2%	2%
33: Cc1[nH][nH]c(=O)c1C=NCc1cccs1
 : 7%	4%	-4%	-15	-13%	-1%	-3%	-18%	-1%	-4%	-3%
34: C/C(=N\O)C1/C(=N/O)CC2C1C2(C)C (configuration not stated)
 : -2%	-3%	1%	-4	5%	1%	-21%	-7%	0%	-2%	1%
35: O=C(CN1CCN(c2ccc(F)cc2)CC1)Nc1ccc(-n2cnnn2)cc1
 : -11%	-5%	-2%	1	-3%	13%	10%	-2%	4%	11%	-3%
36: O=C(c1cccc(NS(=O)(=O)c2ccc(F)c(F)c2)c1)N1CCN(C(c2ccccc2)c2ccccc2)CC1
 : -14%	-5%	-3%	-1	-14%	4%	?	-82%	23%	-9%	-2%
37: O=C(NC1CCCCCC1)C(=S)NCCc1ccccc1
 : 5%	-11%	10%	-17	4%	?	41%	?	1%	8%	26%
38: COc1ccc(O)c(/C=N\NC(=O)CCn2nnc3ccccc32)c1
 : 17%	0%	0%	7	2.8µM*	-17%	8.9µM*	-81%	19%	-5%	6%
39: Oc1ccc(-c2[nH]ncc2-c2cnn(-c3ccccc3)c2)c(O)c1
 : ?	-2%	0%	-11	-8%	?	24%	-14%	-2%	0%	0%
40: O=C(NCc1nnc(SCC(=O)N2CCCc3ccccc32)o1)c1c(F)cccc1Cl
 : 0%	4%	-5%	-10	6%	-8%	6%	-1%	0%	-1%	1%
41: CCCOc1ccc(NC(N)=O)cc1OCCC
 : 6%	0%	-3%	11	2%	1%	-4%	-25%	0%	1%	1%
42: CCSCCNC(=O)c1cncc(Br)c1
 : -10%	?	1%	-1	1%	-10%[2.3 µM]	0%	25%	3%	0%	3%
43: Cc1cc(OCC(=O)NNC(=O)CCc2ccccc2)ccc1Br
 : ?	.	0%	-23	16%	1%	-15%	-2%	3%	-2%	0%
44: Cc1cccc(CS(=O)(=O)Cc2ccc(C(=O)NC3CCCCCC3)o2)c1
 : .	.	-1%	-12	?	6%	0%	-16%	-3%	-2%	-2%
45: O=C(CCNC(=O)c1ccccc1Cl)Nc1cc(C(F)(F)F)ccc1Cl
 : 7%	-9%	-5%	-1	-1%	-1%	22%	-2%	-13%	0%	1%
46: COc1cccc(C(=O)COc2cccc(NC(=O)c3ccco3)c2)c1
 : ?	2%	0%	-1	-22%	27µM*	19%	-4%	-1%	-2%	-3%
47: c1ccc(N2CCN(Cc3ccsc3)CC2)nc1
 : 0%	-1%	0%	-3	-1%	-2%	0%	4%	2%	2%	5%
